tim10-1 inh: growth inhibitors of tim10-1 mutant yeast, primary screen, luminescence, uHTS. inhibition, % at 20 µM. S. cerevisiae tim10-1 ts strain growth, BacTiter-Glo, 24 h. AID 463190, 2010. actives 2.2% (n = 330,000);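 active means inhibition of at least 40%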;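 further: mutant grown at 25 °C; 0% = DMSO wells with yeast and 100% = wells holding no yeast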
CXCR6 block: CXCR6 receptor inhibitors, primary screen, cell-based, beta-arrestin, luminescence, CHO-K1 PathHunter, 1536-well; actives 0.36% (n = 360,000); AID 602244, 2012; C-X-C chemokine receptor type 6 (Homo sapiens), O00574; inhibition, % at 20 µM; in the data active means inhibition above about 34%, passing the limit was not always enough;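 further: antagonist mode with CXCL16 agonist at 10 nM final; 0% = 10 nM CXCL16 with DMSO and 100% = unstimulated wells without agonist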
Target sequence (O00574 whole entry, looked up): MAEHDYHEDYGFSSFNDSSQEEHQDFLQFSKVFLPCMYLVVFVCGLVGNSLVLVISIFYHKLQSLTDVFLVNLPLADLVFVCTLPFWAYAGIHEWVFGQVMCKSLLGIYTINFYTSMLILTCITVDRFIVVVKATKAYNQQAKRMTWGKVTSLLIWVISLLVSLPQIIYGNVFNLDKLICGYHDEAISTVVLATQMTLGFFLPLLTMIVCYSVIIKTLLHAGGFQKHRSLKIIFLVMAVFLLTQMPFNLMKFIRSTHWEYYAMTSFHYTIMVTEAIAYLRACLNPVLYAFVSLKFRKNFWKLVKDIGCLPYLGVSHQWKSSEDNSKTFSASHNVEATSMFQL
TIM10 inh: growth inhibitors of isogenic TIM10 control yeast, primary screen, counter-screen for tim10-1 yeast inhibitor project, luminescence, uHTS. S. cerevisiae TIM10 strain growth, BacTiter-Glo luminescence, 24 h. inhibition, % at 10 µM. actives 1.4% (n = 330,000). AID 463195, 2010;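 active means inhibition of 40% or more at the single tested concentration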;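 further: wild-type TIM10 isogenic control strain grown at permissive 25 °C; 0% = DMSO yeast wells and 100% = minimal medium wells without yeast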
XBP1 UPR activ: activators of adaptive XBP1 UPR arm, primary screen, cell-based, CHO-XBP1 luciferase reporter, luminescence, uHTS | IRE1-XBP1 UPR activation; percent of tunicamycin response, DMSO as zero | activation, % at 20 µM | actives 0.33% (n = 330,000) | AID 463104, 2010;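 active means versus positive control, 20 µM dose yields 30% or more activation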;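 further: 100% = tunicamycin at 10 µg/mL and 0% = DMSO only wells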
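Material: IRE1-XBP1 luciferase reporter CHO line / Quantity: one thousand reporter cells per well / Buffer or medium: F12 with 10% serum / Compound: 20 µM single concentration, DMSO 1% / Times: 6 h treatment, 37 °C / Detection: Steady-Glo luciferase glow luminescence, 10 min after reagent addition / Benchmarks: tunicamycin high, DMSO low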
CHOP UPR activ: activators of apoptotic CHOP UPR arm, primary screen, cell-based, CHO-CHOP luciferase reporter, luminescence, uHTS | UPR activation; percent of tunicamycin response over DMSO baseline | activation, % at 10 µM | actives 0.34% (n = 330,000) | AID 449763, 2010;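 active means at 10 µM dose, activation of 40% or more, normalized to positive control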;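 further: 100% = tunicamycin at 10 µg/mL and 0% = DMSO alone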
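measured by = luciferase luminescence | assay system = CHO-CHOP cells, stable luciferase reporter of PERK-eIF2a-CHOP signalling | amount = 500 reporter cells seeded per well | timing = 6 h compound exposure at 37 °C after overnight seeding | controls = positive tunicamycin 10 µg/mL, negative DMSO alone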
APJ ag: agonists of human apelin receptor APJ, primary screen, CHO-K1 cells, PathHunter beta-arrestin, luminescence; P35414; 0% DMSO wells, 100% apelin; activation, % at 20 µM; actives 0.11% (n = 330,000);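 active means activation more than six SD over the plate average, tested at 20 µM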;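 further: 0% = DMSO alone and 100% = apelin-13 at 10 nM; some results filed as inactive read as strong as hits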
Target sequence (P35414 whole entry, looked up): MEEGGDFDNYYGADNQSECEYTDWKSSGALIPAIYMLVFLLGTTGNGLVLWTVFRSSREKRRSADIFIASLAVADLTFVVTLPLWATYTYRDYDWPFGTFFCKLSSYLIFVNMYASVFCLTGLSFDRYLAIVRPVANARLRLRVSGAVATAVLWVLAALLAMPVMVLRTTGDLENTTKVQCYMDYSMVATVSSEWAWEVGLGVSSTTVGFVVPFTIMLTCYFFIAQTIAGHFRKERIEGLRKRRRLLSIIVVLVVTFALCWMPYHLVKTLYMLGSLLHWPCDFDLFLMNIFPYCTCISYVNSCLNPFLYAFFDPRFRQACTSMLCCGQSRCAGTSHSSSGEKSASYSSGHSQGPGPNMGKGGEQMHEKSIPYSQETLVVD
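Assay system: engineered CHO-K1 APJ arrestin reporter cells; Amount: 1000 CHO-K1 reporter cells seeded per well; Dosing: one dose, 20 µM compound, 1% DMSO; Times: compound stimulation 90 min at 25 °C, detection 60 min; Measured by: luminescent beta-gal fragment complementation, chemiluminescent substrate; Read-out: APJ–arrestin association signal; Controls: DMSO vs Apelin-13 10 nM.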
Mdm2 MdmX PPI: inhibitors of human Mdm2-MdmX association, primary screen, cell-based, luminescence, split luciferase, SaOS-2, uHTS | Protein Mdm4 (Homo sapiens) + E3 ubiquitin-protein ligase Mdm2 (Homo sapiens), … | SaOS-2 split-luciferase Mdm2/MdmX complementation | inhibition, % at 8 µM | actives 3% (n = 330,000);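 active means inhibition of at least 50% at 8 µM in the primary screen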
tim23-1 inh: growth inhibitors of tim23-1 mutant yeast, primary screen, luminescence, uHTS; S. cerevisiae tim23-1 growth, BacTiter-Glo luminescence, 24 h; inhibition, % at 20 µM; actives 1.3% (n = 330,000); AID 463212, 2010;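 active means growth inhibition of the mutant yeast at or above 50%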;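 further: temperature-sensitive mutant grown at 25 °C; plate controls were DMSO-treated mutant yeast for no effect and medium wells lacking yeast for full effect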
APJ antagonist: antagonists of human apelin receptor APJ, primary screen, CHO-K1 cells, beta-arrestin complementation, luminescence. AID 2521, 2010. inhibition, % at 20 µM. actives 0.32% (n = 330,000). P35414;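 active means inhibition above about 40% at 20 µM, limit read from the data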;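 further: cells challenged with 10 nM apelin-13 agonist together with compound; plate controls were apelin-13 plus DMSO wells for no effect and DMSO wells lacking apelin-13 for full effect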
Numbers without * were called inactive. Some of the compounds tested, so the mix of outcomes need not match the whole.

SMILES	tim10-1 inh	CXCR6 block	TIM10 inh	XBP1 UPR activ	CHOP UPR activ	APJ ag	Mdm2 MdmX PPI	tim23-1 inh	APJ antagonist
CCCCCCNCc1ccc(Br)cc1	-61	6	-9	-4	0.1	-2	-2	-5	-12
O=C(NCc1cccs1)c1cccnc1Cl	11	9	4	0	1.1	-3	2	7	6
Cc1ccc(C(C(=O)NC2CCCCC2)N(C(=O)c2csnn2)c2ccccc2F)o1 (stereo unspecified)	-7	-4	20	-7	-2.9	-4	17	8	13
CCCOc1ccc(OCCSc2ncccn2)cc1	22	3	-1	-1	4.1	-2	-132	9	16
Cn1c(N2CCN(C(c3ccccc3)c3ccccc3)CC2)nc2c1c(=O)[nH]c(=O)n2C	2	3	20	2	7.4	-2	60*	10	9
CC1CCc2c(sc3[nH]c(=S)n(C)c(=O)c23)C1 (stereo unspecified)	3	4	-5	-1	-0.9	-2	-19	12	5
C=CCc1cccc2cc(C(=O)NC3CCCC3)c(=O)oc12	15	7	-5	-1	-0.5	1	4	23	0
C/C(=N\NC(=O)c1nnn(-c2nonc2N)c1C(C)C)c1ccc2ccccc2c1	0	-2	4	-2	0.7	5	9	4	13
COc1ccc(C2=NS(=O)(=O)N(C)C(C(=O)NCc3ccc4c(c3)OCO4)=C2)cc1	15	0	6	0	0.9	-6	-18	11	0
CCOc1ccc(Cn2c(C)nc([N+](=O)[O-])c2SCC(O)CCl)cc1[N+](=O)[O-] (stereo unspecified)	-1	5	-9	2	0.6	2	22	3	-17
CC(C)=NNC(=O)C1=NNC(=O)C1	-9	0	-5	3	3.0	-2	-16	2	5
COc1ccc(CC(=O)NC(C)c2nnc(SCC(=O)Nc3ccccc3)n2C)cc1 (stereo unspecified)	4	6	-16	-1	-1.3	1	32	-7	20

Limited to CXCR6 block, for 2 of the compounds above:
SMILES | CXCR6 block
Cc1ccc(C(C(=O)NC2CCCCC2)N(C(=O)c2csnn2)c2ccccc2F)o1 (stereo unspecified) | -4
CCCOc1ccc(OCCSc2ncccn2)cc1 | 3

Ordered by length of the SMILES (smallest number first): some entries from above.
SMILES	tim10-1 inh	CXCR6 block	TIM10 inh	XBP1 UPR activ	CHOP UPR activ	APJ ag	Mdm2 MdmX PPI	tim23-1 inh	APJ antagonist
O=C(NCc1cccs1)c1cccnc1Cl	11	9	4	0	1.1	-3	2	7	6
CC1CCc2c(sc3[nH]c(=S)n(C)c(=O)c23)C1 (stereo unspecified)	3	4	-5	-1	-0.9	-2	-19	12	5
C=CCc1cccc2cc(C(=O)NC3CCCC3)c(=O)oc12	15	7	-5	-1	-0.5	1	4	23	0
COc1ccc(CC(=O)NC(C)c2nnc(SCC(=O)Nc3ccccc3)n2C)cc1 (stereo unspecified)	4	6	-16	-1	-1.3	1	32	-7	20
COc1ccc(C2=NS(=O)(=O)N(C)C(C(=O)NCc3ccc4c(c3)OCO4)=C2)cc1	15	0	6	0	0.9	-6	-18	11	0

(more compounds)
SMILES	tim10-1 inh	CXCR6 block	TIM10 inh	XBP1 UPR activ	CHOP UPR activ	APJ ag	Mdm2 MdmX PPI	tim23-1 inh	APJ antagonist
O=C(NNC(=O)c1sc2ccccc2c1Cl)Nc1ccc(Cl)cc1	-9	7	-5	0	0.3	0	16	2	21
COc1ccc(OC)c(C2c3[nH]c4ccccc4c3C[C@H]3C(=O)N(CCCOC(C)C)CC(=O)N23)c1 (stereo partly specified)	15	5	23	-5	-0.2	-1	9	11	8
O=C(CNC(=O)c1ccccc1)NCCCSc1ccccc1	-14	5	-10	-3	0.0	-6	-7	5	-2
COC(=O)c1ccc2c(=O)n(Cc3ccco3)c(SCC(=O)Nc3ccc(C)c(Cl)c3)nc2c1	27	12	-6	38*	40	-5	68*	-18	2
COc1cc(OC)c(OC)cc1/C=N/n1c(COc2ccccc2)n[nH]c1=S	28	-4	7	7	-1.2	-2	10	20	0
Cc1ccc(C)c(-n2cc(-c3ccc(Cl)cc3)nc2SCC(=O)NC2CCS(=O)(=O)C2)c1 (stereo unspecified)	10	-6	16	0	-1.0	-3	-14	24	-2
O=C(CCCn1c(=O)oc2ccccc21)NNC(=O)COc1ccc(F)cc1	8	4	6	0	-0.1	-2	-5	9	-2
COc1cc2c(cc1OC)C(=O)CCS2	6	7	-9	-3	-2.7	1	-13	9	-6
O=C(CCC1CCCC1)NCCS(=O)(=O)N1CCN(c2ccccc2)CC1	20	-1	13	2	1.2	2	17	22	-1
O=C(CN1C(=O)NC2(CCCC2)C1=O)NNC(=O)c1ccccc1	-2	-1	-2	-4	4.3	-4	13	-23	-5
CC(C)CCn1c(NCCN(C)C)nc2c1c(=O)[nH]c(=O)n2C	-18	0	-2	-4	-1.3	-2	29	4	15
Cc1ccc(S(=O)(=O)N2CCC(C(=O)N3CCC[C@H]3C(=O)NCC(C)C)CC2)cc1	4	4	2	-7	-1.0	-3	22	-22	-21
Cc1csc2nc(COC(=O)c3ccc(Cl)c([N+](=O)[O-])c3)cc(=O)n12	-14	24	-18	71*	17	30*	89*	5	-3
CN(C)CCCN(C(=O)c1cc(-c2cccs2)nc2ccccc12)c1nc2ccc(F)cc2s1	32	9	49*	33*	5.1	5	100*	13	24
Clc1ccc(-c2nn3c(-c4ccccc4)nnc3s2)cc1	8	-2	-19	4	0.6	-2	10	14	43*
CC(=O)O[C@H]1CC[C@@]2(C)C(=CC[C@H]3[C@@H]4CC[C@H](C5(C)OCCO5)[C@@]4(C)CC[C@@H]32)C1	-12	-3	-2	-2	-2.2	-2	-3	16	-5
Cc1ccccc1C(=O)O/N=C(\N)c1cccc([N+](=O)[O-])c1	68*	11	50*	-1	1.7	10	26	48	-30
O/N=C/c1cccnc1Sc1ccccc1	-7	-8	4	0	-0.2	-2	0	2	-9
Cc1cc(C)n(C(C)CC(=O)N2CCc3ccccc32)n1 (stereo unspecified)	4	-10	6	-4	-0.8	-4	8	2	18
CCC(C)(C)C1CCc2[nH]nc(C(=O)O)c2C1 (stereo unspecified)	11	23	-2	2	-0.6	0	-26	12	-64
O=C(NC(=S)Nc1ccc(N2CCCCC2)c(Cl)c1)c1ccc2c(c1)OCCO2	34	8	24	1	-0.9	-8	33	25	0
CC(C)COP(=O)(OCC(C)C)C(O)c1ccc(F)cc1 (stereo unspecified)	2	1	1	-4	1.2	-4	25	0	-12
COc1cc(NC(=O)CN2CCN(c3ccccc3F)CC2)c(C)cc1[N+](=O)[O-]	13	4	4	-2	-2.3	-3	19	-3	-5
Cc1ccccc1CN1C[C@@H]2C[C@@H](c3cn(C)nc3-c3ccccc3)N3CCC[C@@]23C1=O	31	17	15	-2	-3.0	-3	0	17	21
COc1ccccc1NS(=O)(=O)c1ccc(C)c(C(=O)NCC(c2ccco2)N(C)C)c1 (stereo unspecified)	2	5	-3	-3	0.2	2	4	9	8
COC(=O)c1ccccc1Nc1ccnc(Cl)n1	13	2	-10	1	-1.5	-6	14	13	10
O=C(NN=C(Cc1ccccc1)Cc1ccccc1)c1ccncc1	15	-5	2	-3	0.8	-4	2	5	-11
CCNc1nc2c(c(=O)[nH]c(=O)n2C)n1Cc1ccc(F)cc1	-19	-3	0	0	-1.0	-1	-1	-13	-20
CCOc1ccc(NC(N)=O)cc1	-14	-3	-11	-6	-1.4	5	-2	-4	27
Cc1cc(C)n(CC(=O)NNC(=O)COc2ccc(Cl)cc2Cl)n1	-9	-6	-8	0	-0.9	0	-5	7	0
O=C(Nc1cccc(NC(=O)c2ccccc2Cl)c1)c1ccc([N+](=O)[O-])o1	16	-12	40	0	25	9	61*	41	-45
O=[N+]([O-])c1cccc(CN2CCN(Cc3ccco3)CC2)c1	-5	-1	11	-4	0.1	1	-38	-7	10
CCN(c1ccccc1)S(=O)(=O)c1c(C)noc1C	-19	2	-10	-4	0.8	1	-4	-5	17
Cc1nn(C(C)C(=O)NC(C)CCc2ccccc2)c(=O)c2cc3occc3n12 (stereo unspecified)	14	3	14	-4	-1.5	3	13	20	7
COc1ccc(NS(=O)(=O)c2ccc(C)c(C(=O)NCCCN3CCCC3=O)c2)cc1	-4	10	3	2	-2.0	-2	5	-2	5
Cc1ccc(/C=C/S(=O)(=O)NCCC(=O)NCc2ccc(F)cc2)cc1	-21	4	-18	-2	-2.5	-3	8	-15	13
COc1ccc(OC)c(NC(=O)c2ccc(OC3CSC3)cc2)c1	35	0	19	3	2.5	0	6	29	1
Brc1ccc(-c2ccc(/C=N/Nc3nc(N4CCOCC4)nc(N4CCOCC4)n3)o2)cc1	3	-1	7	1	1.2	-4	69*	11	6
COc1ccc(S(=O)(=O)N2CCCC(C(F)(F)F)C2)cc1 (stereo unspecified)	11	3	23	-1	0.8	-2	15	30	-5
Cn1c2ccccc2c(=O)c2ccc(C#Cc3ccc(N)cc3)cc21	27	5	21	2	3.7	2	20	30	-9
O=C(Nc1nc2nccc(-c3ccccc3)n2n1)c1ccc(F)cc1	8	-3	-11	-1	-1.3	-3	-3	-12	7
CC(C)Oc1cccc(C(=O)O)c1	14	-12	2	0	-0.9	0	-4	10	8
CN(C)CCN(C(=O)c1cccs1)c1nc2cc3c(cc2s1)OCCO3	15	-3	12	-2	3.9	3	-27	22	27
CCOc1ccccc1/C=C/c1onc(C)c1S(=O)(=O)N1CCC(C(=O)NC(C)(C)C)CC1	18	20	4	-2	-1.6	-4	31	9	36
Cc1cc(C(F)(F)F)c(C#N)c(SCC(=O)Nc2nc3cc(Br)ccc3s2)n1	21	-3	19	3	-1.3	-5	39	34	-4
Cc1c(-c2ccccc2)n[nH]c1C(=O)NN	-3	4	-8	-2	0.2	-2	-4	8	10

Source: PubChem BioAssay (Sanford-Burnham Center for Chemical Genomics)
